# NCI-60 one-dose screen, 48 h, at 10 µM unless noted. Numbers give growth in % (100 = growth as untreated, 0 = no growth, -100 = all killed).
# NCI/ADR-RES: NCI/ADR-RES ovarian cells. actives 4.4% (n = 81,000). AID 1794790
# OVCAR-5: OVCAR-5 ovarian cancer. actives 2.9% (n = 82,000)
# NCI-H460: NCI-H460 lung cancer | AID 1794736 | actives 6.8% (n = 82,000)
# NCI-H23: NCI-H23 lung cancer | actives 4% (n = 80,000)
# NCI-H522: NCI-H522 lung cancer. actives 8% (n = 78,000)
# NCI-H226: NCI-H226 lung cancer. actives 3.5% (n = 79,000)
# NCI-H322M: NCI-H322M lung cancer; actives 2.7% (n = 80,000)
# OVCAR-3: OVCAR-3 ovarian cancer; actives 7% (n = 79,000)
# OVCAR-8: OVCAR-8 ovarian cancer; actives 4.4% (n = 81,000); AID 1794782
# * marks the source's active call; other numbers are inactive results; / = not tested or not shown; & = joins results of further samples. How the source made its calls: active means growth percent below 10; inactive means the rest.
SMILES,NCI/ADR-RES,OVCAR-5,NCI-H460,NCI-H23,NCI-H522,NCI-H226,NCI-H322M,OVCAR-3,OVCAR-8
C=CC[C@]1(O)CC[C@H]2[C@@H]3CCc4cc(O)ccc4[C@H]3CC[C@@]21C,87,99,98,112,64,99,97,102,95
Nc1c(Cl)cc(C(=O)NC2CC2)cc1Cl,99&106,102&107,111&115,104&106,108&102,99&99,99&108,114&134,96&115
CN(C)c1ccc(N=Nc2ccc(N(C)C)cc2)cc1,110,102,106,100,103,98,96,104,102
CSc1nc2sc(C(N)=O)c(C)c2c(=O)n1Cc1ccccc1,97,104,113,99,94,105,102,116,100
OCc1cc(CN2CCOCC2)c(O)c2ncccc12,71,94,96,93,83,81,81,93,87
COc1ccccc1Nc1cc(O)c2c(=O)cc(-c3ccccc3)oc2c1,11,78,11,52,7.6*,77,80,5.9*,32
CC1=C(C)C[C@]2(C(=O)O[C@H]3CCCC[C@@H]32)[S@](=O)C1,104,114,/,98,83,109,106,107,105
Cc1cc(O)c(C(C)C)cc1N=Cc1ccccc1[N+](=O)[O-],104,103,112,100,/,96,96,114,105
Sc1ccccc1N=Cc1cccs1,105,105,100,100,103,94,98,113,100
CCCc1oc2cc(O)ccc2c(=O)c1Oc1ccc(F)cc1,83,124,105,83,/,104,94,98,93
CC(C)OC(=O)[C@]12CCC(C)(C)C[C@H]1C1=CC[C@@H]3[C@@]4(C)C/C(=C/c5cccnc5)C(=O)C(C)(C)[C@@H]4CC[C@@]3(C)[C@]1(C)CC2,88,86,66,75,61,83,87,72,72
CCOC(=O)/C(F)=C/C1CC1C1CCCC1 (centres undefined),100,103,112,93,96,92,102,/,104
CCCCCCCC(C)NCCCO (centres undefined),107,106,107,101,104,106,101,110,105
Cc1ccc(O)c(N=Nc2cc(C)[nH]n2)c1,22,96,59,87,102,87,78,80,88
O=C1c2ccccc2C(=O)c2c([N+](=O)[O-])ccc(Cl)c21,92,135,101,89,59,102,100,57,75
CNc1nc2ccccc2n2c(-c3ccc(O)c(O)c3)cnc12,6.9*,15,3.6*,16,-40*,-15*,39,-5.3*,12
CCCCn1c(=O)c(-c2cc(-c3ccc(F)cc3)nc(-c3ccc(F)cc3)c2)cc2ccc(Cl)cc21,108,99,105,103,96,92,102,118,104
Cc1ccc(C(=O)C/C(=C/c2ccc(-c3ccc(Cl)cc3)o2)C(=O)NCc2ccccc2Cl)cc1,92,87,84,84,92,80,97,99,86
CCN1C(=O)N(CC)C2C1NN=c1s/c(=C\c3ccco3)c(=O)n12 (centres undefined),9.3*,37,13,37,-10.0*,60,42,-12*,28
CN(C)CCN(C=O)CCN(C)C,106,104,113,107,100,95,118,129,105
COc1ccc(N=Nc2c(N)nn3c(-c4ccc(Br)cc4)ccnc23)cc1,102,107,110,105,100,107,97,114,108
Nc1nc2c(c3ncccc13)C(c1cccc(Cl)c1)Cc1ncccc1-2 (centres undefined),19,45,6.9*,40,-14*,76,50,0.2*,24
O=C1C2C(c3ccccc3)=C(c3ccccc3)C1C1C(c3ccccc3)=C(c3ccccc3)C(=O)C21 (centres undefined),72,100,74,70,56,68,87,88,79
COc1cc(/C=N/Nc2ccnc3cc(Cl)ccc23)cc(OC)c1O,2.6*,-5.0*,-64*,-42*,-74*,96,-45*,/,-56*
C#Cc1cccc(Nc2ncnc3ccc(NC(=O)c4cccs4)cc23)c1,65,84,61,84,58,90,38,60,67

# New compounds follow.
SMILES,NCI/ADR-RES,OVCAR-5,NCI-H460,NCI-H23,NCI-H522,NCI-H226,NCI-H322M,OVCAR-3,OVCAR-8
CC1=C(C(=O)Nc2ccc(F)cc2)C(c2ccc(F)cc2)C2=C(CC(C)(C)CC2=O)N1 (centres undefined),89,95,105,94,88,97,102,88,98
COc1ccc(NC(=O)c2cc3ccc4c5ccccc5[nH]c4c3cc2O)cc1,92,91,76,88,95,104,79,112,98
CN1C(=O)/C(=C/c2ccc(C3Oc4ccccc4C4CC(c5ccccc5)=NN43)cc2)SC1=S (centres undefined),101,97,101,97,86,94,96,112,97
[Cl][Ru].c1ccc(-c2cccc(-c3ccccn3)n2)nc1.c1ccc(-c2ccnc3c2ccc2c(-c4ccccc4)ccnc23)cc1,71,68,55,/,13,80,77,14,68
O=S(=O)(Nc1ccc(C(F)(F)F)cc1)c1ccc(-c2ccc(Cl)cc2Cl)cc1,92,100,86,73,58,76,103,97,91
Cc1nn(-c2ccccc2)c(N2CCCC2)c1/C=N/N=c1\sc2ccccc2n1C,79,72,16,95,88,60,99,83,82
NS(=O)(=O)c1ccc(CCN2C(=O)/C(=C\c3ccc(Cl)cc3)C=C2c2ccc3ccccc3c2)cc1,95,89,102,95,61,81,92,104,84
N#CCCN=Nc1c(O)[nH]c2ccc(F)cc12,99,98,101,96,85,96,103,103,107
COc1cc([N+](=O)[O-])c(S(=O)(=O)O)cc1N,97,94,114,105,88,101,94,115,102
Cc1nc2ccccc2c(/C=C/c2ccccc2)c1C(=O)/C=C/c1ccc(C(F)(F)F)cc1,-1.2*,-35*,-72*,-34*,-1.9*,-42*,2.8*,-87*,10
C#Cc1ccc(-n2c(/C=C/c3cccc4c3OCO4)nc3ncccc3c2=O)cc1,95,105,105,103,73,91,97,97,101
CCCCCCCN(CCCCCCC)C(C)C(O)c1ccc2cc(Br)c3ccccc3c2c1 (centres undefined),101,107,102,92,89,100,106,105,102
CC(C)C/C=C/C=C/C(=O)N[C@@H](CC(N)=O)C(=O)N[C@@H]1C(=O)N[C@H](c2ccc(O)cc2)C(=O)N[C@H](CCCN)C(=O)N[C@H]([C@@H](C)O)C(=O)N[C@H](c2ccc(O)cc2)C(=O)N[C@H](c2ccc(O)cc2)C(=O)N[C@H]([C@H](C)O)C(=O)N[C@H](Cc2ccccc2)C(=O)N[C@H](CCCN)C(=O)N[C@H](c2ccc(O[C@H]3O[C@@H](CO)[C@@H](O)[C@@H](O)[C@H]3O[C@@H]3O[C@H](CO)[C@H](O)[C@H](O)[C@@H]3O)cc2)C(=O)N[C@H]([C@H](C)O)C(=O)N[C@H](c2ccc(O)cc2)C(=O)NCC(=O)N[C@H](CC(C)C)C(=O)N[C@H](C)C(=O)N[C@H](c2ccc(O)c(Cl)c2)C(=O)O[C@@H]1C(N)=O,97,36,16,39,78,69,57,117,64
CN(C)C(=O)C1=NC(Cc2ccccc2)C(=O)N(c2ccccc2)N1 (centres undefined),103,100,111,105,94,104,96,129,103
Nc1nc(Cl)cc(NCc2ccc(CNc3cc(Cl)nc(N)n3)cc2)n1,103,82,115,76,50,71,102,/,90
ClCc1ccc(Oc2ccc(CCl)cc2)cc1,116,104,106,112,91,100,121,130,96
COc1ccc(-c2noc(N)c2[N+](=O)[O-])cc1,105,112,109,102,43,79,99,/,96
CC(=S)N=Cc1c(C)[nH]n(-c2ccccc2)c1=O,96,114,96,90,66,94,110,101,95
COc1cc(-c2cc3c(oc2=O)-c2ccccc2OC3OC(C)=O)cc(OC)c1OC (centres undefined),88,99,110,94,85,94,99,101,97
O=c1oc2cc(OS(=O)(=O)c3ccc(C(F)(F)F)cc3)ccc2c2c1CCCCCC2,75,107,84,80,70,58,99,78,85
COc1cc(-c2c3c(nn2Cc2ccccc2)CCc2cnoc2-3)cc(OC)c1OC,93,102,105,104,98,118,102,111,101
COc1ccc(NC(=O)c2c(Nc3ccc(OC)cc3OC)nn3c(C)cc(C)nc23)c(OC)c1,105,83,102,100,91,101,95,109,98
COc1ccc(C(C)(c2c[nH]c3ccccc23)c2c[nH]c3ccccc23)cc1,84,90,77,67,54,73,78,76,91
O=C(Nc1ncc(Cc2ccc(Cl)cc2)s1)C(=S)N1CCOCC1,101,103,109,96,93,103,108,108,108
O=C(CSc1nccc(Nc2ccc(S(=O)(=O)Nc3nccs3)cc2)n1)c1ccc(C(F)(F)F)cc1,99,111,107,88,84,89,106,112,96

# Further structures:
SMILES,NCI/ADR-RES,OVCAR-5,NCI-H460,NCI-H23,NCI-H522,NCI-H226,NCI-H322M,OVCAR-3,OVCAR-8
CN1CCN(c2ccc(NC3=C(Cl)C(=O)c4ncccc4C3=O)cc2C(F)(F)F)CC1,82,100,101,59,-50*,102,98,-83*,30
CCCNC(=O)c1ccc(S(N)(=O)=O)cc1,100,90,108,118,115,108,121,113,122
Cn1c(-c2ccccc2)c(/C=C/C2=[N+](C)c3ccccc3C2(C)C)c2ccccc21,87,34,2.5*,7.4*,-29*,14,50,6.3*,2.2*
CC(=O)c1ccc(Nc2nccc(-c3ccc(Cl)cc3)n2)cc1,96,92,86,84,91,54,100,109,92
O=C1CCCCC(=O)[C@H]2CC(=O)O[C@@H]2CO1,104,100,103,102,99,104,91,107,98
Clc1ccc(-c2nnc(CCc3nc(-c4ccc(Br)cc4)no3)o2)c(Cl)c1,103,104,108,102,88,103,105,112,103
O=C1COC(c2ccccc2O)=NN1CCCl,/,101,104,106,101,98,109,108,101
c1ccc2c(c1)ccn2CCCN1CCCCC1 (tested in a mixture with another compound),98,103,106,102,/,123,125,110,101
c1ccc(-c2nc(N3CCN(C4CCCCC4)CC3)c3ccccc3n2)cc1,88,97,104,83,88,84,95,97,92
N#Cc1c(NCc2ccc(N3CCCCC3)cc2)oc(-c2ccccc2)c1-c1ccccc1,99,96,50,92,89,86,94,105,86
C[C@@H]1NC(=O)[C@H](Cc2ccccc2)N(Cc2cccnc2)C1=O,104,97,102,101,96,90,109,110,102
COc1ccc(/C=C2\Oc3cc4occc4c(OC)c3C2=O)cc1,92,109,65,78,84,115,110,92,93
COC1=C[C@]23CCC(=O)N2CCc2cc4c(cc2[C@@H]3[C@@H]1OC(=O)CCCC(C)C)OCO4,75,78,17,53,-2.4*,23,108,45,74
Cc1cc2nc3c4cc([N+](=O)[O-])ccc4n(CCN(C)C)c3nc2cc1C,-13*,-8.9*,1.3*,-27*,-17*,-25*,-15*,-8.3*,8.8*
C[C@@H]1C(=O)N(C[C@H](Cc2ccccc2)NC(=O)OCc2ccccc2)[C@]1(Cc1ccccc1)C(=O)OCc1ccccc1,27,66,35,34,29,49,72,61,41
Cn1cc2c3c(cccc31)[C@H]1C(=O)[C@H](CCC1(C)C)C2(C)C,90,107,101,88,78,106,81,90,103
CC(=O)Nc1ccc2c(c1Br)Cc1ccccc1-2,93,97,101,90,/,99,103,95,97
Cc1ccc(S(=O)(=O)NN=C2CCCCCCC2)cc1,110,106,108,107,90,95,93,102,110
C=C(C)C1CC=C(/C=N/O)CC1 (centres undefined),102,109,100,99,102,82,106,102,95
CCCNC(=O)NS(=O)(=O)c1ccc(Cl)cc1,108&111,107&97,117&118,107&115,94&89,103&95,105&102,114&122,102&106
COc1ccc(Cl)cc1C(=O)NCCc1ccc(S(=O)(=O)NC(=O)NC2CCCCC2)cc1,107&103,112&111,114&103,104&103,97,97&101,96,121&112,100&100
CC(O)(CCO)CCO,108,99,104,102,77,103,110,100,116
CCOc1cccc(C(=O)Nc2ccc(-c3nc4ccccc4[nH]3)cc2)c1,93,112,106,99,103,95,98,105,100
CCCCCCCCc1ccc(OCCCN2CCOCC2)cc1,98,102,112,99,82,92,92,105,97
COC(=O)CCC[C@@H]1O[C@@H](c2ccccc2)[C@@H](I)[C@H]1O,108,102,107,95,100,102,100,114,110

# Exported as labelled records: entries from further up
canonical_smiles: O=C1COC(c2ccccc2O)=NN1CCCl
  NCI/ADR-RES: /	OVCAR-5: 101	NCI-H460: 104	NCI-H23: 106	NCI-H522: 101	NCI-H226: 98	NCI-H322M: 109	OVCAR-3: 108	OVCAR-8: 101

canonical_smiles: c1ccc2c(c1)ccn2CCCN1CCCCC1 (tested in a mixture with another compound)
  NCI/ADR-RES: 98	OVCAR-5: 103	NCI-H460: 106	NCI-H23: 102	NCI-H522: /	NCI-H226: 123	NCI-H322M: 125	OVCAR-3: 110	OVCAR-8: 101

# Remaining list, next part.
SMILES,NCI/ADR-RES,OVCAR-5,NCI-H460,NCI-H23,NCI-H522,NCI-H226,NCI-H322M,OVCAR-3,OVCAR-8
CCCn1c(O)c(C=N)c(=O)n(CCC)c1=O,109,106,102,110,103,92,111,115,121
CCCN(CCC)CC(O)COc1ccccc1C(=O)Nc1ccccc1 (centres undefined),/,115,98,91,56,79,119,50,84
COC(=O)[C@]12CCC(C)(C)C[C@H]1C1=CC[C@@H]3[C@@]4(C)C/C(=C/c5ccco5)C(=O)C(C)(C)[C@@H]4CC[C@@]3(C)[C@]1(C)CC2,96,94,104,104,84,99,94,98,95
O=c1ccc2ccc(OCc3cn(Cc4ccccc4)nn3)cc2o1,99,99,101,97,86,102,103,112,104
CCN(CC)c1ccc2c(c1)Cc1ccccc1-2,108,105,97,99,98,104,105,105,109
COc1ccc([C@H]2c3[nH]c4ccccc4c3C[C@@H]3C(=O)N(C4CCN(CC5CCCCC5)CC4)CC(=O)N23)c(OC)c1,75,98,86,84,89,89,97,97,95
OCC1CCCCC1,100,95,113,95,94,84,88,106,95
NC(=S)N/N=C/c1ccc([N+](=O)[O-])o1,99,102,107,97,/,104,139,92,96

# One compound at a time, as listed above. Order of screens: NCI/ADR-RES | OVCAR-5 | NCI-H460 | NCI-H23 | NCI-H522 | NCI-H226 | NCI-H322M | OVCAR-3 | OVCAR-8
# COC1=C[C@]23CCC(=O)N2CCc2cc4c(cc2[C@@H]3[C@@H]1OC(=O)CCCC(C)C)OCO4 is entered as 75 | 78 | 17 | 53 | -2.4* | 23 | 108 | 45 | 74
# C[C@@H]1NC(=O)[C@H](Cc2ccccc2)N(Cc2cccnc2)C1=O is entered as 104 | 97 | 102 | 101 | 96 | 90 | 109 | 110 | 102
# C#Cc1cccc(Nc2ncnc3ccc(NC(=O)c4cccs4)cc23)c1 is entered as 65 | 84 | 61 | 84 | 58 | 90 | 38 | 60 | 67
# C#Cc1ccc(-n2c(/C=C/c3cccc4c3OCO4)nc3ncccc3c2=O)cc1 is entered as 95 | 105 | 105 | 103 | 73 | 91 | 97 | 97 | 101
# CN1CCN(c2ccc(NC3=C(Cl)C(=O)c4ncccc4C3=O)cc2C(F)(F)F)CC1 is entered as 82 | 100 | 101 | 59 | -50* | 102 | 98 | -83* | 30

# From PubChem
